# Assay outcomes (PubChem BioAssay)
# CHX counter = counter-screen hit for Shiga toxin inhibitors, cycloheximide; AID 2314; cell reporter, cycloheximide protein synthesis inhibition counterscreen; 300,000 tested, 12% active; max response, %; in the data active = max response mostly above about 13%, no sharp cut-off; inactive = mostly below about 14%; note: read at 38.3 µM for the half of the compounds with a filed dose; 0% is about no effect
# AmpC detergent = blocks E. coli AmpC beta-lactamase in detergent assay. AID 485294. Potency, µM (titrated, usually from 114 µM), for the others: at the highest dose activity change, negative = inhibition, usual class: inhibitors. AmpC hydrolysis of nitrocefin, absorbance 480 nm, 0.01% Triton. 370,000 tested, 0.041% active. P00811;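 note: potency is the fitted concentration of half-maximal effect; 0% = no-compound wells and -100% = no-enzyme wells; nearly all actives have a fitted effect of over 25% in size; some results filed as inactive show a strong effect at the top dose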
# Target sequence (P00811 whole entry, looked up): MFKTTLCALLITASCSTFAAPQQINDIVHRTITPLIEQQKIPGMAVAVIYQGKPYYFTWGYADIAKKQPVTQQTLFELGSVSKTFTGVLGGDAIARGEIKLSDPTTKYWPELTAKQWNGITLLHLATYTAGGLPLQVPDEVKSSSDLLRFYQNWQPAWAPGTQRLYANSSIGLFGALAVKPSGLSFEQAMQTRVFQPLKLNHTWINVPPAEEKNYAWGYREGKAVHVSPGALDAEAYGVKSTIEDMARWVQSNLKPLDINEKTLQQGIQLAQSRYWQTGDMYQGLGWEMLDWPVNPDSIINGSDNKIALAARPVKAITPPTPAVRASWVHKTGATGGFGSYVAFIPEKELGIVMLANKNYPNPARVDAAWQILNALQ
#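 AmpC (5.3 nM in the dispensed reagent) in 20 mM phosphate pH 7.0 with 0.01% (detergent screen) or 0.0001% Triton X-100 was preincubated with compounds for 15 min at room temperature. Nitrocefin was then added from an 800 uM solution, and hydrolysis was followed at 480 nm.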
# HCMV inh = human cytomegalovirus inhibition; 410,000 tested, 4.5% active; AID 1259415; activity change, negative = inhibition, % at 57.5 µM; HFF cells, HCMV-luciferase reporter, 72 h; active compounds read low; in the data active = activity change below about -60%; inconclusive = no clear call, values can overlap the other calls; inactive = above about -39%; note: % is set by controls: 0 for no effect and ±100 for the full control effect
#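 After 16 h attachment at 37C, HFF cells received test compound and HCMV-luciferase (1 PFU/cell); reporter luminescence read 72 h later, data normalized against buffer-only and known inhibitor Salinomycin.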
# AMA1 RON2 block = disrupts binding of P. falciparum AMA1 to RON2; AlphaScreen AMA1-biotinylated RON2 peptide binding; Potency, µM (series often up to 58.2 µM), for inactives: top-dose activity change, negative = inhibition, usual class: inhibitors; 360,000 tested, 0.2% active;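 note: potency is the fitted concentration of half-maximal effect; 0% = vehicle wells and -100% = peptide control; nearly all actives have a fitted effect of over 45% in size; some results filed as inactive show a strong effect at the top dose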
#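 AMA1 (3D7) with his tag at 25 nM final met compounds first, then biotinylated RON2 peptide at 25 nM; detection used donor plus acceptor beads, 10 µg/mL apiece, read by AlphaScreen after 30 min at room temperature.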
# Giardia FBPA inh = blocks Giardia fructose-bisphosphate aldolase activity | Potency, µM (doses to about 59.6 µM), inactives show at the top dose activity, negative = inhibition, usual class: inhibitors | A8B2U2 | AID 2451 | 290,000 tested, 0.71% active | purified Giardia FBPA; note: potency is the fitted concentration of half-maximal effect; % is set by controls: 0 for no effect and ±100 for the full control effect; nearly all actives have a fitted effect of over 55% in size
# Target sequence (A8B2U2 whole entry, looked up): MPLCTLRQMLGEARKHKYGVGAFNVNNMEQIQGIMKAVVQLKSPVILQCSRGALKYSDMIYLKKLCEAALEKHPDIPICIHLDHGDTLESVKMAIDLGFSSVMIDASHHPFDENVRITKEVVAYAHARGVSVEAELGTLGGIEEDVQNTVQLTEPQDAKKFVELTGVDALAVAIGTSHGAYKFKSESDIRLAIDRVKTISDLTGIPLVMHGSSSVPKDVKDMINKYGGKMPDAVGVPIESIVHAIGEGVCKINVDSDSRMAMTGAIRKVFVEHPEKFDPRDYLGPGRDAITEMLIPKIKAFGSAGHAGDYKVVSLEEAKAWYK
#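 40 nM FBPA preincubated 10 min at RT with compound (up to 57.5 uM final), then substrate plus GAPDH/TPI/NAD/arsenate coupling and diaphorase/resazurin added. Fluorescence read after 20 min at RT, 525/598 nm.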
# Shiga toxin inh = inhibitors of Shiga toxin in Vero cells; Vero cells, Shiga toxin protein synthesis inhibition reporter; inhibition, % at 38.7 µM; 290,000 tested, 9.2% active; AID 2315; in the data active = inhibition mostly above about 28%, no sharp cut-off; inactive = mostly below about 43%; note: 0% is about no effect
# AmpC inh no detg = blocks E. coli AmpC beta-lactamase in detergent-free assay; 330,000 tested, 0.52% active; Potency, µM (top dose mostly 57.1 µM), inactives show top-dose activity change, negative = inhibition, actives largely listed as inhibitors; AmpC nitrocefin hydrolysis, absorbance 480 nm, 0.0001% Triton; P00811;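 note: potency is the fitted concentration of half-maximal effect; plate controls were no compound for no effect and no enzyme for full effect; nearly all actives have a fitted effect of over 20% in size; some results filed as inactive show a strong effect at the top dose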
#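 AmpC (5.3 nM in the dispensed reagent) in 20 mM phosphate pH 7.0 with 0.01% (detergent screen) or 0.0001% Triton X-100 was preincubated with compounds for 15 min at room temperature. Nitrocefin was then added from an 800 uM solution, and hydrolysis was followed at 480 nm.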
# An asterisk follows results filed as active; ? = inconclusive; . = no result given; [ ] = remark or other dose. Unless noted, calls come from the whole dose curve; as a rule, active = well fitted curve in the direction sought with a large enough effect; inconclusive = small, poorly fitted or top-dose-only effect, or another doubt; inactive = no such curve, though single readings can be large; an effect the other way counts as inactive or inconclusive.
SMILES,CHX counter,AmpC detergent,HCMV inh,AMA1 RON2 block,Giardia FBPA inh,Shiga toxin inh,AmpC inh no detg
CC(=O)Nc1ccc(OC(=O)Oc2ccc(NC(C)=O)cc2)cc1,6,?,-7,-6%,-2%,-2,-2%
CCCN1CNC(=S)N(c2ccc(C(=O)OCC)cc2)C1,-1,-5%,22,-3%,-1%,-5,-43%
CC(Oc1ccccc1)c1nnc(SCC(=O)NC2CC2)n1C (stereo not given),4,3%,21,-7%,.,14,-10%
C[C@]12CCC3C(CC[C@H]4C[C@@H](O)CC[C@]34C)C1C[C@@H](O)[C@H]2O (stereo not given in full),.,.,-23,-4%,.,.,-15%
Cc1ccc(S(=O)(=O)N/N=C(\c2ccccc2)C2CC2)cc1,-1,-3%,-5,6%,.,-3,-20%
CC(C)(C)c1ccc(S(=O)(=O)NCC(=O)Nc2ccc(-c3nc4ccccc4s3)cc2)cc1,38*,-4%,30,-7%,10%,123*,-31%
COc1ccc(-c2nn(-c3ccccc3)cc2C(=O)Nc2nccs2)cc1,-3,-1%,-23,0%,-4%,-13,-36%
COc1cccc(C(=O)N/N=C(/c2ccccc2)c2ccccn2)c1,-2,-2%,-102*,96%[activator],-28%,-10,-12%
CCn1cc(C(=O)Nc2ccc(OC)c(S(=O)(=O)N3CCCCC3)c2)c(=O)c2ccc(C)nc21,-3,?,29,-3%,7%,-9,-26%
Cc1c(Cl)cnn1CC(=O)NC1C(=O)N2C(C(=O)O)=C(CSc3nnnn3C)CSC12 (stereo not given),2,-1%,-26,65%[activator],?,-6,-15%
Cc1nn(-c2ccccc2)c(C)c1CNC(=O)c1ccc(S(=O)(=O)NCc2ccco2)cc1,.,.,-18,0%,.,.,-12%
O=C(COC(=O)c1cc([N+](=O)[O-])ccc1N1CCOCC1)NC1CCCCC1,.,?,1,13%,.,.,-7%
CC1CN(C(=O)CCC(=O)N2CCC3(CC2)OCCO3)c2cc(Cl)ccc2O1 (stereo not given),-3,-8%,3,0%,.,13,111%[activator]
COc1cccc(C2=NOC(C(=O)NC(C)(C)C)C2)c1 (stereo not given),-2,-1%,15,0%,13%,31,-10%
O=C(NCC1CCCO1)c1ccccc1NS(=O)(=O)c1cccc([N+](=O)[O-])c1 (stereo not given),.,.,0,2%,.,.,-14%
CCOC(=O)c1c(C)[nH]c(C)c1C(=O)COC(=O)c1ccc(O)cc1,1,-5%,-10,6%,-1%,-10,-17%
CNc1cnn(-c2ccccc2)c(=O)c1Cl,-3,-9%,79,15%,0%,37,-19%
COc1ccc(C(=O)C(C)OC(=O)COc2ccccc2)cc1 (stereo not given),.,.,-20,-2%,.,.,-12%
N#Cc1ccccc1CCN1C(=O)c2ccccc2C1=O,41*,-8%,-3,1%,-11%,.,-11%
Cc1cccc(C(=O)OC(C)CN2CCCC2)c1 (stereo not given),6,1%,10,2%,?,6,-11%
Cc1nc(Nc2ccccc2)[nH]c(=O)c1CCC(C)C,-1,-14%,?,8%,-4%,-6,-26%
CCOC(=O)N1CCN(C(=O)C2CC(c3cc(OC)ccc3OC)=NO2)CC1 (stereo not given),-1,-5%,7,-3%,8%,-8,30%
O=C(CC(NS(=O)(=O)c1ccc(Cl)cc1)c1ccco1)N1CCc2ccccc21 (stereo not given),17,-6%,96,-12%,2%,42,-13%
CCOc1ccccc1C(=O)NC(CO)C(=O)O (stereo not given),-2,-10%,-11,-17%,5%,-4,-11%
O=C(NC1CCS(=O)(=O)C1)c1ccc(S(=O)(=O)NCC2CCCO2)cc1 (stereo not given),-2,-11%,25,9%,1%,-5,-20%

# New compounds follow.
SMILES,CHX counter,AmpC detergent,HCMV inh,AMA1 RON2 block,Giardia FBPA inh,Shiga toxin inh,AmpC inh no detg
CC(=O)Nc1ccc(NC(=O)C(C)OC(=O)/C=C/c2cn(-c3ccccc3)nc2-c2cccnc2)cc1 (stereo not given),-2,-6%,-94*,3%,3%,-4,41%
CCCC(=O)NC(c1cccs1)c1cc(Cl)c2cccnc2c1O (stereo not given),-2,2%,-114*,90%[activator],3%,-12,-40%
CC1CC1C(=O)Nc1nc(-c2cccs2)c(-c2cccs2)s1 (stereo not given),19*,?,106,26%,-8%,-41,-34%
CS(=O)(=O)Nc1cccc(C2=NN(C(=O)c3ccccc3Cl)C(c3ccccc3O)C2)c1 (stereo not given),-6,-5%,-27,8%,-3%,-6,?
Cc1ccc2c(CN3CCN(S(=O)(=O)/C=C/c4ccccc4)CC3)cc(=O)oc2c1,2,?,-12,-2%[11.6 µM],-3%,-4,-22%
COc1ccc(Cc2n[nH]c(=S)n2NC(=O)Nc2ccc(Cl)c(Cl)c2)cc1,8,-4%,-39,95%[activator],0%,23,-57%
CC(C)CC1(C)N=C(c2ccccc2)C(=S)N1 (stereo not given),4,1%,5,16%,-1%,3,-20%
COc1ccc(CNC(=S)Nc2ccc(F)c(Cl)c2)cc1OC,0,?,?,-9%,-1%,-13,-10%[2.29 µM]
CCOC(=O)c1c(NC(=S)N2CCN(C)CC2)sc(C)c1-c1ccccc1,1,?,?,57%[activator],-13%,-10,138%[activator]
COc1cccc(-n2c(=O)n(Cc3ccccc3)c(=O)c3[nH]cnc32)c1,-2,7%,3,-1%,-7%,-9,-14%
CC(C)NC(=O)NC(=O)CN1C(=O)NC(Cc2c[nH]c3ccccc23)C1=O (stereo not given),12,-3%,31,-1%,12%,36,3%
c1ccc(CN=C2Nc3ccccc3CS2)nc1,36*,-6%,-21,45%[activator],-2%,60*,-19%
NS(=O)(=O)c1ccc(NC(=O)CSc2nnc(C3CC3)n2C2CC2)cc1,.,4%,-3,0%,.,.,-17%
CCCCn1cc(C(=O)c2cc(Br)ccc2O)cc(C#N)c1=O,-1,-5%,-6,3%,2%,-4,-7%
O=C(O)c1cc(N/N=C/c2ccc(N3CCOCC3)s2)ccc1Cl,45*,?,1,1%,-25%,64*,-14%
O=C(Nc1ccc(NC(=O)c2ccco2)cc1)c1cnccn1,25*,-3%,92,-9%,2%,58,-9%
O=C(c1cn(-c2ccccc2)nc1-c1cccc([N+](=O)[O-])c1)N1CCCCC1,-2,-4%,?,13%,-19%,-6,4%
COc1ccc(C(=O)Nc2ccc3ccccc3c2)cc1,7,8%,0,-3%,0%,-24,-24%
NS(=O)(=O)c1ccc(N2N=C(c3ccccc3)CC2c2ccccc2)cc1 (stereo not given),-7,-1%,2,-9%[2.32 µM],-9%,-11,?
CCOC(=O)N1CCC(NC(=O)c2cccs2)CC1,-2,-1%,3,0%,2%,4,-21%
FC(F)(F)c1ccc(Cl)c(-n2c(-c3cc(-c4ccco4)[nH]n3)n[nH]c2=S)c1,1,3%,2,84%[activator],-5%,4,4µM*
CCCOc1ccc(C(=O)NC(=S)NNC(=O)c2c(-c3ccccc3)noc2C)cc1,1,-14%,25,29%,?,-2,-32%
CC1CCC2(CC1)NC(=O)N(CC(=O)Nc1sc3c(c1C(N)=O)CCC3)C2=O (stereo not given),-1,-11%,-31,24%,?,15,2%[11.4 µM]
CC(=O)c1c(C)[nH]c(C(=O)OCC(=O)Nc2ccc(Cl)c(S(=O)(=O)N(C)C)c2)c1C,3,0%,0,-5%,3%,14,-40%
FC(F)(F)c1cccc(NC(=S)NC2CCCC2)c1,-2,4%,-64*,18%,-4%,4,-32%

# Grouped by structure: the entries above containing a cyano group
SMILES,CHX counter,AmpC detergent,HCMV inh,AMA1 RON2 block,Giardia FBPA inh,Shiga toxin inh,AmpC inh no detg
N#Cc1ccccc1CCN1C(=O)c2ccccc2C1=O,41*,-8%,-3,1%,-11%,.,-11%
CCCCn1cc(C(=O)c2cc(Br)ccc2O)cc(C#N)c1=O,-1,-5%,-6,3%,2%,-4,-7%

# Carrying on.
SMILES,CHX counter,AmpC detergent,HCMV inh,AMA1 RON2 block,Giardia FBPA inh,Shiga toxin inh,AmpC inh no detg
COc1c(C(O)CC(C)C)ccc2c1C(=O)OCc1cc(C)cc(O)c1O2 (stereo not given),1,0%,-18,-18%,-2%,-6,-12%
CC1=C(C(=O)Nc2ccc(CC(=O)NCc3ccccc3C)cc2)SCCO1,22*,?,-3,-5%,.,55*,-33%
Cc1nc2ccccc2n1CC(=O)NCCN1CCOCC1,-5,-7%,0,29%,-1%,29,-4%
CCOC(=O)CN1C2=NCCCN2c2ccccc21,7,2%,-37,-7%,1%,-5,-7%
CC(=O)Nc1cccc(C(=O)Oc2cccc(C)c2)c1O,8,-5%,-9,31%[activator],0%,-16,-12%
CCCCn1c(SCc2nnc(-c3ccccc3)o2)nc2c1c(=O)n(C)c(=O)n2C,24*,-15%,-66*,-3%,-4%,42,-13%
CC(C)(C)c1ccc(C2CC2C(=O)N/N=C\c2cc3ccccc3nc2Cl)cc1 (stereo not given),-1,-1%,52,40%[activator],0%,-12,-22%
CC(C)c1nc2sc3c(NCc4ccco4)ncnc3c2c2c1COC(C)(C)C2,-2,-6%,-17,13%,3%,-3,14%
O=C(NNc1ncnc2c1cnn2-c1ccccc1)c1cccs1,13,2%,-3,122%[activator],6%,13,-16%
CCOc1ccc2[nH]cc(C(=O)NCCCN3CCOCC3)c(=O)c2c1,-2,6%,-25,0%,2%,-7,-26%
CCN(CC)S(=O)(=O)c1ccc(N2CCCC2)c(C(=O)Nc2ccc(OC)c(Cl)c2)c1,-1,-6%,5,-5%,17%,-7,-18%
Cc1ccc(S(=O)(=O)N2CCCCC2)cc1C(=O)NC1CCCCC1,-7,1%,1,20%,-13%,-5,-14%
Cc1onc(-c2ccccc2)c1C(=O)N1CCN(Cc2ccc3c(c2)OCO3)CC1,-4,2%,-32,-8%,-5%,1,113%[activator]
CCCc1cc(-c2ccc(O)c(OCC)c2)c(C#N)c(N)n1,9,7%,44,0%,8%,-4,-33%
CC1CN(S(=O)(=O)c2ccc(F)cc2)C(C)N1C(=O)N1CCOCC1 (stereo not given),-4,-15%,4,2%,-1%,-3,-19%
COCCCNC(=O)c1ccc(C2SCC(=O)N2Cc2ccco2)cc1 (stereo not given),-1,7%,-18,6%,6%,-18,-11%
Cc1ccc(CC2CC(=O)N(c3nc4ccccc4n3C)C2=O)cc1 (stereo not given),-2,1%,10,40%[activator],-19%,-17,-17%
CCN1C(=O)c2cccc3c(S(=O)(=O)N(C(C)=O)c4ccc(OC(C)=O)cc4)ccc1c23,.,.,210,7%,.,.,216%[activator]
O=C(CN1C(=O)COc2ccccc21)NCc1ccccn1,2,-4%,45,44%[activator],6%,4,-16%
c1ccc(C2CCC(N3CCN(c4ccccc4)CC3)CC2)cc1 (stereo not given),4,1%,.,?,?,15,10%
CNC(=O)c1cccc2cccc(Sc3ccccc3C(=O)O)c12,0,-4%,0,-9%,7%,-16,-10%
COc1ccc(/C=N/Nc2nc(C(=O)O)cs2)cc1,25*,-10%,30,15%,-30%,34*,-30%
COC(=O)c1ccccc1NC(=O)CSc1n[nH]c(-c2ccco2)n1,-5,-6%,-2,13%,?,7,-18%
